KCC2 mod = KCC2 (human) Cl- transport modulation; 2.2% of 190,000 active; Q9H2X9; KCC2 cells, thallium flux FluoZin-2 fluorescence; B-score of Tl+ flux slope (higher = more flux/activation; lower = inhibition) at 10 µM; AID 1456;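 active means thallium flux slope and its plate-corrected score both differing from the plate sample mean at a set confidence after two filtering rounds, in either direction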;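 further: slope of fluorescence scaled to starting intensity during 10 to 20 s after thallium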
PERK inhibitor = inhibitors of human PERK kinase. Q9NZJ5. CHO PERK-DD fusion, SEAP luminescence translation reporter. inhibition, % at 5.6 µM. 0.17% of 220,000 active. AID 1416;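 active means inhibition above the mean inhibition of all tested compounds plus 3 SD, set separately per screening campaign, cut at about 2.9% in these data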;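 further: PERK kinase domain activated by AP20187 dimerizer at 100 nM; 0% = DMSO with dimerizer and 100% = rapamycin at 8.4 µM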
KLK5 inh = blocks human kallikrein 5 protease activity; recombinant hK5, fluorogenic AMC substrate cleavage; inhibition, % at 5 µM; 0.59% of 210,000 active;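 active means inhibition of 40% or more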;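 further: 0% = enzyme controls without compound and 100% = no-enzyme blanks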
Target sequence (Q9Y337 67-293 limits assumed): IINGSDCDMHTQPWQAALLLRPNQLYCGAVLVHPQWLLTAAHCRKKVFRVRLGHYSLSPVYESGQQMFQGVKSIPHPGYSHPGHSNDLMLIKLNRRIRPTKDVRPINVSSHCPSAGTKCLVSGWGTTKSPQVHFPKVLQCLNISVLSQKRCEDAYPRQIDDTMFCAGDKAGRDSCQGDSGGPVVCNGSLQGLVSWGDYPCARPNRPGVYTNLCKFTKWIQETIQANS
thrombin 1536 = inhibitors of human thrombin | P00734 | alpha-thrombin, Boc-VPR-AMC fluorogenic substrate cleavage | inhibition, % at 5 µM | 0.26% of 220,000 active;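 active means inhibition at or above 40%; inactive means inhibition below 40%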;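 further: 0% = enzyme with no compound and 100% = wells without enzyme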
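signal = AMC fluorescence, 355/460 nm | material = human alpha-thrombin enzyme | control set = enzyme without compound as high, wells lacking enzyme as low | times = reaction at room temperature | read-out basis = percent inhibition scaled between no-compound controls and no-enzyme blanks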
Furin inhibitor = human furin inhibition; P09958; purified furin, fluorogenic substrate cleavage; inhibition, % at 30 µM; 0.061% of 220,000 active; AID 463115; in the data active means inhibition above about 25%; further: inactives centre near -15
Rad51 HR inh = Rad51 (human) homologous recombination inhibition; hRad51 DNA strand exchange, fluorescence dequenching; inhibition, % at 10 µM; 0.085% of 200,000 active; AID 1385;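 active means inhibition above 40% at the single screening dose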;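 further: 0% = DMSO control wells and 100% = blanks with heterologous ssDNA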
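System: human Rad51 nucleoprotein filaments preassembled on unlabelled ssDNA. Reagent: labelled 47-mer dsDNA for strand exchange. Schedule: 30-min compound preincubation and 15-min exchange, both room temperature. Measured by: FRET fluorescence dequenching, excitation 485 nm, emission 520 nm. Read-out: Fluorescence-based percent inhibition, control- and blank-normalised. Benchmarks: plate controls and plate blanks.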
m-calpain inh = calpain II (pig) inhibition; AID 1236; inhibition, % at 16 µM; purified calpain II, fluorogenic peptide substrate, 30 min; 0.37% of 220,000 active;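 active means inhibition above about 50%, limit read from the data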
FXIa inh 1536 = factor XIa (human) inhibition; P03951; purified FXIa, Boc-Glu-Ala-Arg-AMC fluorogenic substrate; inhibition, % at 5 µM; 0.14% of 220,000 active; AID 798;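 active means inhibition of at least 40%; inactive means inhibition below 40%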;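 further: fluorescence of freed AMC excited at 355 nm; 0% = enzyme without compound and 100% = no enzyme blank; many of its hits are not listed in these tables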
Target sequence (P03951 19-387 limits assumed): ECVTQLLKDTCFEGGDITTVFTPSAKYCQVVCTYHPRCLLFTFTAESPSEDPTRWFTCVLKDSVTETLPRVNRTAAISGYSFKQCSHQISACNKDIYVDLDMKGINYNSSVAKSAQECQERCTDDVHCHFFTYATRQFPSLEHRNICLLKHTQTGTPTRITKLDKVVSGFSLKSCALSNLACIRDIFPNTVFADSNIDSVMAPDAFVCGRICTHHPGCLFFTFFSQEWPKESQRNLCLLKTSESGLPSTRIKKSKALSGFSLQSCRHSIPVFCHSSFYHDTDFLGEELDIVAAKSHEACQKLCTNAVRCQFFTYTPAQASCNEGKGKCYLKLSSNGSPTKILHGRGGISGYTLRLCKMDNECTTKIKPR
Target sequence (P03951 388-625 limits assumed): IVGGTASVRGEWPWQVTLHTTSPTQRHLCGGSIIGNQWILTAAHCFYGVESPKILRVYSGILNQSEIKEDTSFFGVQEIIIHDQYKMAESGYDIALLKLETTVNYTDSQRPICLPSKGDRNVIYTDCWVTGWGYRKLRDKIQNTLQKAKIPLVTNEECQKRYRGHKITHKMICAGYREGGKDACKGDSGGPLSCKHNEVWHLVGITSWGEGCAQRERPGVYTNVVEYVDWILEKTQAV
FXIIa inh 1536 = inhibitors of human coagulation factor XIIa; P00748; purified FXIIa, Boc-QGR-AMC fluorogenic substrate, 2 h; inhibition, % at 5 µM; 0.3% of 220,000 active; AID 800; in the data active means inhibition above about 40%;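 further: 0% = enzyme with no compound and 100% = blank without enzyme; many of its hits are not listed in these tables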
An asterisk follows results filed as active; / = no result given; [ ] = remark or other dose. Only part of the results is shown; the hit share may differ from the screen's.

The line under a structure holds: KCC2 mod	PERK inhibitor	KLK5 inh	thrombin 1536	Furin inhibitor	Rad51 HR inh	m-calpain inh	FXIa inh 1536	FXIIa inh 1536
- CCOc1ccccc1OCC(=O)Nc1nc2ccccc2[nH]1
  -0.55	-0.5	-5	-17	-3	-1	6	-5	3
- O=C(CSc1nc2c(sc3ccccc32)c(=O)n1CCCN1CCCC1)NCc1ccccc1
  -1.1	0.0	-4	-6	-14	7	-45	2	19
- Fc1ccc(COc2cccc3cccnc23)cc1
  -0.41	0.2	-18	-1	-34	11	-38	-6	-3
- CCN(C)c1ccc(/C=N\n2nnnc2N)cc1
  -0.93	1.0	4	2	-4[20 µM]	0	-274	4	1
- CCCc1nn(C)c2c1C(c1cccnc1)C(C#N)=C(N)O2 (centres undefined)
  -0.44	2.0	-1	-4	-13[20 µM]	1	16	2	19
- CCn1c(C)nc2cc(C(=O)OCCC(F)(F)F)ccc21
  0.049	0.0	-18	2	-14	1	11	1	5
- N#Cc1c(N)c(C(=O)c2ccccc2)n2c1CCCC2
  /	-0.5	5	-4	-8[20 µM]	-5	3	-11	-10
- COc1ccc(CCNC(=O)COc2ccc(S(=O)(=O)NC(C)C)cc2)cc1OC
  0.27	0.4	/	1	-19	/	-5	5	11
- CC(O)CSc1nc2c(c(=O)n(C)c(=O)n2C)n1CCCc1ccccc1 (centres undefined)
  -0.38	/	4	-1	-32	0	-20	5	9
- O=c1[nH]c(CN2CCN(S(=O)(=O)c3ccc4ccccc4c3)CC2)nc2ccccc12
  -0.24	0.8	0	/	-17	9	-10	3	6
- CCCCOc1ccc(C2C(C(=O)c3ccc(C)o3)=C(O)C(=O)N2CC2CCCO2)cc1 (centres undefined)
  0.051	1.1	4	-4	-13	1	-45	5	10
- O=C(Nc1ccccn1)c1ccc(Br)c(S(=O)(=O)N2CCCCC2)c1
  -0.76	1.2	-16	-7	-25	0	-5	8	9
- COc1cc(NC(=O)CN2CC(c3ccccc3)CC2=O)cc(OC)c1 (centres undefined)
  0.53	-0.2	-5	4	-22	4	16	2	11
- CCN(CC(=O)NC(C)C)C(=O)Cc1ccc(C)c(C)c1
  0.044	0.3	-2	-4	-27	12	-27	-3	3
- O=C(N/N=C/c1cccn1-c1cccc(C(=O)O)c1)Nc1ccccc1
  -1.8	1.2	-28	-2	8	-1	-15	3	10
- Cc1[nH][nH]c(=O)c1C(c1c(C)[nH][nH]c1=O)c1cn(Cc2ccc(F)cc2)c2ccccc12
  -0.095	0.5	-10	-5	-5	5	-37	4	11
- Clc1ccc(-n2ncc3c(N4CCCC4)ncnc32)cc1
  -0.078	1.5	0	3	-23	/	3	3	9
- Cn1c(Cl)c(/C=N/OC(=O)c2ccc(Cl)cc2)c2ccccc21
  -0.35	0.5	-12	-10	-20[20 µM]	-2	-45	1	14
- CC(C)(C)C(=O)Nc1ccc(N=Nc2ccccc2)cc1
  0.81	-0.2	6	17	-15	-4	1	4	14
- Cc1oc(-c2ccccc2)cc1C(=O)Nc1cccc(C(=O)O)c1
  /	0.4	-17	3	-18[20 µM]	-2	7	11	15
- COC(=O)[C@@H]1C[C@@]2(O)[C@H](O)[C@H](O)[C@H](O)C[C@H]2N1CC1CC1
  0.28	/	-1	-1	-29	-9	-8	-2	6
- O=C(CS(=O)(=O)c1ccccc1)Nc1cccnc1
  0.67	0.1	0	2	-5	8	-4	-6	1
- Cc1ccccc1-n1cc(CNC(=O)CCc2nnc(CCc3ccccc3)o2)cn1
  -1.1	0.8	5	-9	4	-4	13	9	13
- CC1CCN(C(=O)CSc2nnc(Cn3c(=O)sc4ccccc43)n2C)CC1
  2.6	-0.1	-4	-1	-16	-8	14	-7	4
- Cc1ccc(/C=C(\NC(=O)c2ccccc2)C(=O)NCCc2ccccn2)o1
  -0.11	0.1	1	-5	-15	-10	11	8	10
- Cc1nnc(SCC(=O)NCc2ccc(Cl)cc2)[nH]c1=O
  -0.51	1.1	-5	-11	-12	2	6	-9	-7
- CC(NCC(O)c1ccc([N+](=O)[O-])cc1)C12CC3CC(CC(C3)C1)C2 (centres undefined)
  0.71	0.3	4	-2	-15	7	23	-12	1
- COCC(=O)N/N=C(\C)CC(=O)NCc1ccco1
  0.049	0.7	-23	-2	-5	0	-22	-8	-4
- O=CN/C=C/c1cc(O)ccc1O
  0.55	-0.6	0	-5	3	2	-52	-3	0
- O=C(COC(=O)COc1ccc2ccccc2c1)Nc1cc(C(F)(F)F)ccc1N1CCOCC1
  -0.22	1.2	-14	-9	-17	-14	0	2	8

Another view of three compounds above:
O=C(COC(=O)COc1ccc2ccccc2c1)Nc1cc(C(F)(F)F)ccc1N1CCOCC1
  KCC2 mod: -0.22	PERK inhibitor: 1.2	KLK5 inh: -14	thrombin 1536: -9	Furin inhibitor: -17	Rad51 HR inh: -14	m-calpain inh: 0	FXIa inh 1536: 2	FXIIa inh 1536: 8
Cc1ccc(/C=C(\NC(=O)c2ccccc2)C(=O)NCCc2ccccn2)o1
  KCC2 mod: -0.11	PERK inhibitor: 0.1	KLK5 inh: 1	thrombin 1536: -5	Furin inhibitor: -15	Rad51 HR inh: -10	m-calpain inh: 11	FXIa inh 1536: 8	FXIIa inh 1536: 10
CC(C)(C)C(=O)Nc1ccc(N=Nc2ccccc2)cc1
  KCC2 mod: 0.81	PERK inhibitor: -0.2	KLK5 inh: 6	thrombin 1536: 17	Furin inhibitor: -15	Rad51 HR inh: -4	m-calpain inh: 1	FXIa inh 1536: 4	FXIIa inh 1536: 14

The list continues:
The line under a structure holds: KCC2 mod	PERK inhibitor	KLK5 inh	thrombin 1536	Furin inhibitor	Rad51 HR inh	m-calpain inh	FXIa inh 1536	FXIIa inh 1536
- CC(C)(C)c1ccc(Oc2ccc(NC(=O)c3cccs3)cn2)cc1
  0.46	0.6	-4	-1	-19	5	6	-6	10
- O=C(c1ccccc1)N1CCN(S(=O)(=O)c2ccccc2)CC1
  -0.31	0.2	0	0	-21	4	-19	0	9
- COc1ccccc1NC=C1C(=O)OC(C)(C)OC1=O
  1.2	1.2	-14	3	3	0	-6	1	12
- CC(C)COc1ccc(C(=O)N2C(=O)c3ccc(N)cc3C2=O)cc1
  /	0.7	-1	-1	-20	-10	-21	2	3
- COc1ccc(F)cc1S(=O)(=O)N1CCCN(S(=O)(=O)c2cc(F)ccc2OC)CC1
  -0.13	-0.7	-4	-4	-15[20 µM]	4	-9	-18	-14
- COc1cc2c(cc1OC)C1Cc3ccc(OC)c(OC)c3C[N+]1([O-])CC2 (centres undefined)
  0.87	/	0	1	-34	-1	-20	1	10
- O=C(O)[C@H](Cc1ccccc1)NC(=O)C(c1ccccc1)(c1ccccc1)c1ccccc1
  0.67	1.5	3	2	-30	-2	26	2	10
- CN(C)c1cccc(N(C)C)c1CNC(=O)C(C)(C)C
  -0.56	0.0	5	-2	-33	6	-15	5	4
- COc1cc(/C=N/NC(=O)c2c(-c3ccccc3)noc2C)ccc1O
  0.17	1.4	-2	5	-15[20 µM]	11	-24	3	15
- CN(Cc1ccccc1)c1nc2c(c(=O)[nH]c(=O)n2C)n1CCCc1ccccc1
  -1.9	-0.9	-9	-4	-11	-2	-22	-3	-9
- O=C(/C=C/c1cccc([N+](=O)[O-])c1)OC1CCCCC1=O (centres undefined)
  0.58	0.3	-1	-22	-31	-5	6	-6	7
- COc1ccc(CC(=O)N2CCCc3ccccc32)cc1OC
  0.052	-0.8	-11	7	-24[20 µM]	-8	8	2	12
- COC(=O)C1=C(C(=O)OC)C2C(C)=CC(C)=CN2C(C(=O)OC)=C1C(=O)OC (centres undefined)
  0.73	1.0	-16	-7	-20	-17	-24	4	6
- COc1ccc(C2=NN(CN3C(=O)C(=O)c4ccccc43)C(c3cccc([N+](=O)[O-])c3)C2)cc1 (centres undefined)
  0.24	-2.3	-2	-4	-9	-4	-54	-2	5
- Cc1ccc2c(c1)C(c1ccccc1)N(C(=O)C(C)C)CC(=O)N2 (centres undefined)
  /	-0.3	-1	-4	-6	5	0	-5	13
- CC(C)(C)C(=O)COC(=O)C1CC(=O)N(c2ccccc2)C1 (centres undefined)
  -0.054	0.0	0	-13	-17	3	22	-5	3
- Cc1cc2ccccc2n1CCNC(=O)COc1ccccc1
  -0.73	/	-2	1	-3	-8	-13	1	12
- CN(CC(O)COc1ccc(S(=O)(=O)N2CCOCC2)cc1Cl)C1CCCCC1 (centres undefined)
  0.018	0.1	1	-8	-18	/	-28	10	9
- Cc1ccccc1Nc1c(-c2ccncc2)nc2ccc(Br)cn12
  -0.057	-0.7	-23	-12	-8	8	-14	-3	7
- Cc1cccc(-n2nc(C)cc2N)c1
  -0.019	-0.4	-4	6	-3[20 µM]	-9	-6	0	10
- COc1ccc2nc(NC(=O)c3cccc(-c4cc5ccccc5oc4=O)c3)sc2c1
  1.4	0.9	-11	-6	-18	-8	-90	2	10
- CSc1ccc(S(=O)(=O)NCCOc2ccccc2C)cc1
  -1.7	0.7	-1	4	-17[20 µM]	3	16	8	18
- O=C(/C=C/c1ccc(O)cc1)c1ccccc1
  -0.089	2.1	7	-10	-2	/	-30	8	11
- Cn1cc(/C=C/c2nc3ccccc3c(=O)n2-c2cccc([N+](=O)[O-])c2)c2ccccc21
  0.00067	-1.1	-3	-11	14	7	-9	-3	-5
- Cc1ccc(C(=O)NNC(=O)C2CCN(S(=O)(=O)c3ccc(C)cc3)CC2)cc1
  0.47	-0.7	3	4	-19	-3	-11	1	11
- CC1(C)C=C(c2ccc(O)cc2)CC(C)(C)N1
  /	1.0	-21	-7	-11	-1	22	-8	-1
- COc1cc(OC)cc(C(=O)OCn2nnc3ccccc3c2=O)c1
  0.26	0.5	-6	2	-21	2	5	2	9
- Cn1c(SC2CCCCC2=O)nnc1-c1ccccc1F (centres undefined)
  0.9	0.5	-15	6	-9	22	3	-5	2
- CN(C)C(=O)c1ccc2c(c1)C1C3CCC(C3)C1C(c1ccccc1)N2 (centres undefined)
  -1.8	-0.6	-13	-1	-22	-6	10	5	9
- Nc1c(C(=O)Nc2ccccc2)c2nc3ccccc3nc2n1CCCN1CCOCC1
  0.85	-0.1	-1	-2	-16	/	-59	-1	2
- CCOc1cc(C)c(C(C)C)cc1S(=O)(=O)n1ccc(C)n1
  /	-0.1	-1	-6	-12[20 µM]	-15	-29	-8	3
- CCCCCC(=O)Nc1nc(C)c(-c2csc(Nc3ccccc3OCC)n2)s1
  0.0026	-0.6	-5	4	-7[20 µM]	-13	10	14	8
- COc1cccc(C(=O)COC(=O)C(C)N2C(=O)C3C4C=CC(C4)C3C2=O)c1 (centres undefined)
  0.11	0.2	0	-5	-17[20 µM]	8	0	-11	5
- O=S(CC(O)COCc1ccc(Cl)cc1)c1ccccn1 (centres undefined)
  0.57	1.3	4	-6	-12[20 µM]	-9	-2	4	5
- CN(C)c1ccc(C2Nc3ccccc3C(=O)N2CCN2CCNC2=O)cc1 (centres undefined)
  0.68	0.5	-10	-10	-26	11	5	0	0
- CCOC(=O)CCC(=O)N1CCOCCOCCN(C(=O)CCC(=O)OCC)CCOCC1
  /	-0.2	-29	-5	-11[20 µM]	7	-56	-6	3
- Cc1cccc(-c2cc(=O)c(C(=O)O)cn2-c2ccc(F)cc2F)c1
  -1.3	/	2	1	-26	3	4	1	8
- CC(=O)c1cccc(N/C=C\C(=O)c2ccc(C)cc2)c1
  -0.0068	-0.1	-8	-1	-24	15	8	7	5
- C=C(C)CN=c1scc(C)n1/N=C/c1ccco1
  0.33	1.7	43*	9	-8	10	7	4	10
- O=C(c1ccccc1)c1c[nH]c(C(=O)NCc2cccnc2)c1
  1	0.0	-3	-2	-4[20 µM]	/	4	13	23

From PubChem BioAssay
